Vif inh – HIV Vif self-association inhibitors, primary screen, imaging, HEK293T, single point. HEK293T cells, Vif self-association by quenched fluorescence, 24 h. 340,000 tested, 0.35% active. inhibition, % at 7.49 µM; in the data active means inhibition above about 50%, passing the limit was not always enough; inconclusive means no clear call, values can overlap the other calls; inactive means below about 31%; further: some results filed as inactive read as strong as hits
aDG glyco up – activators of alpha-DG glycosylation, primary screen, uHTS, Pro5-aDG cells, AlphaScreen; alpha-DG glycosylation AlphaScreen (IIH6); 0% Pro5, 100% B10-LARGE cell signal; activation, % at 10 µM; 360,000 tested, 0.22% active;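 active means activation of at least 8% versus controls, or a plate z-score of at least 8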;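 further: Pro5 are CHO cells carrying HIG-tagged alpha-DG that lacks glycosylation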
PDI turbidity – inhibitors of human PDI, primary screen, biochemical, turbidity, single point, plate reader. PDI insulin aggregation turbidity, A650, 90 min. inhibition, % at 10 µM. 350,000 tested, 0.052% active. AID 588391, 2011;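 active means mean inhibition across replicates of 30% or more, whatever share of single replicates reach that level; inconclusive means mean inhibition below 30% while every single replicate reaches 30%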;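 further: absorbance from insulin aggregation driven by PDI reduction with DTT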
MC4R barr agon – MC4R agonists recruiting beta-arrestin, primary screen, cell-based, luminescence, agonist arm of biased-ligand search. activation, % at 8.9 µM. 360,000 tested, 0.98% active. U2OS MC4R beta-arrestin complementation; percent of melanotan II response, DMSO zero. AID 540308, 2011;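 active means activation above a per-plate cutoff, the mean activation of sample wells on that plate plus 3 SD, cut at about 8% in these data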
H9c2 protect – cardioprotection against H2O2-induced cell death, primary screen, uHTS, H9c2 cells, ATPLite luminescence | H9c2 cardiomyocytes, H2O2 injury protection, 2 h | protection from H2O2 cell death, % at 20 µM | 360,000 tested, 0.63% active | AID 588492, 2011;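 active means compounds giving at least 50% protection of heart cells from peroxide-induced death in the single-dose screen, raw or plate-pattern-corrected value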;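 further: 0% = DMSO wells with peroxide and 100% = DMSO wells without peroxide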
MC4R antagonist – MC4R antagonists of cAMP signaling, primary screen, cell-based, TR-FRET, antagonist arm of biased-ligand search | Melanocortin receptor 4 (Homo sapiens), P32245 | MC4R-expressing cells, MTII-stimulated cAMP, LANCE TR-FRET | inhibition, % at 6.5 µM | 360,000 tested, 0.48% active | AID 540295, 2011;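 active means inhibition above its plate's cutoff, the mean of tested wells on that plate plus 3 SD, cut at about 29% in these data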;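 further: 0% = Melanotan II alone and 100% = Melanotan II plus saturating MCL0020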
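system = U2OS cells with stable human MC4R expression | also added = Melanotan II challenge after compound preincubation | dosing = one concentration, 6.5 µM nominal | incubation = compound 30 min, challenge 1 h, detection 1 h | measured by = TR-FRET with Eu-cAMP and labeled anti-cAMP, 671 nm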
CaV13 FRET inh – Primary screen for inhibitors of IQ motif and Ca2+-dependent inactivation inhibitor domain binding in CACNA1D, Förster resonance energy transfer in living cells, …. HEK cells, CFP/YFP FRET ICDI-IQ, plate reader, 10 min; percent FRET-ratio fall versus neutral wells. inhibition, % at 12.3 µM. 340,000 tested, 0.098% active;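 active means mean replicate inhibition of at least 30% and at least 1% of replicates passing that level; inconclusive means only one of the two criteria is met; inactive means neither criterion is met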;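 further: 0% = median of the neutral control wells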
ABCB6 inh MLPCN – ABCB6 transporter inhibitors, primary screen, K562-ABCB6 cells, flow cytometry, MLPCN library | ATP-binding cassette sub-family B member 6 (Homo sapiens), Q9NP58 | K562-ABCB6 porphyrin accumulation, 1 h; hits give low values | fluorescence ratio to DMSO, % at 10 µM | 360,000 tested, 0.19% active | AID 602162, 2011;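 active means fluorescence ratio to DMSO below 75%, the collection mean minus 3 SD; inconclusive means too few cells collected in the well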;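 further: signal is porphyrin accumulated inside mitochondria; 100% equals median channel fluorescence of DMSO control wells; lower ratio means ABCB6 inhibition with less porphyrin fluorescence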
HTR2A ag – mouse Htr2a agonists via beta-arrestin recruitment, primary screen, cell-based, luminescence. CHO-K1 mHTR2A beta-arrestin complementation; percent of 30 µM serotonin response. activation, % at 7.6 µM. 360,000 tested, 0.66% active;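 active means activation above a run cutoff, the mean activation of all tested compounds plus 3 SD, cut at about 14% in these data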;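 further: 0% = plate median of compound wells and 100% = 30 µM serotonin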
N-glyco inh – increase of ERlucT glycosylation luciferase signal, primary screen, N-linked glycosylation inhibitor project, D54 ERlucT cells, luminescence, set 2; D54 ERlucT glycosylation luciferase reporter, 24 h; percent of 100 nM tunicamycin response; reporter increase, % at 12.5 µM; 360,000 tested, 0.23% active;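 active means mean luciferase reporter signal, scaled so untreated is 0 and the glycosylation-blocking control 100, at or above a set limit in every replicate; inconclusive means mean reaches the limit but not every replicate does; inactive means mean below the limit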;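 further: luciferase carries N-glycosylation sites so blocking glycosylation raises the light; 0% = median of neutral control wells and 100% = median of 100 nM tunicamycin wells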
The depositor's hits bear a star; ? = inconclusive; · = no result given.

SMILES	Vif inh	aDG glyco up	PDI turbidity	MC4R barr agon	H9c2 protect	MC4R antagonist	CaV13 FRET inh	ABCB6 inh MLPCN	HTR2A ag	N-glyco inh
CCOc1ccc(Cl)cc1-c1cc(C(=O)NC2CCCCC2)[nH]n1	0	0.3	-4	0.3	-8	0	-13	99	-3	0
COc1ccc(N(C(=O)Cn2nnc3ccccc32)C(C(=O)NCc2ccco2)c2ccc(C)o2)cc1 (stereo not drawn)	-18	0.4	8	0.3	3	0	-5	99	-2	0
CCOc1ccccc1OC(=O)CN1C(=O)c2ccccc2C1=O	-4	-0.1	2	-1.9	0	8	-4	98	-8	2
FC(F)(F)c1ccc(CSc2ccccn2)cc1	13	0.1	-1	4.6	-1	1	-19	97	9	-3
Clc1ccc(CSc2snnc2-c2ccccc2)c(Cl)c1	-21	-0.1	2	-0.6	-9	4	-6	100	-4	-2
Cc1nc2ccc(Cl)cc2c(-c2ccccc2)c1C(=O)N(C)C	0	-0.2	1	-0.9	-6	12	-3	97	-3	0
CCC(C)c1ccc(NC(=S)NCCn2cc(Cl)cn2)cc1 (stereo not drawn)	0	0.8	0	-2.7	-14	13	-2	96	-6	-3
O=C(c1ccco1)N1CCN(c2ncnc3c2oc2ccccc23)CC1	1	-0.1	2	-0.3	-8	2	-1	94	5	-3
CSc1nc2ccsc2c(=O)n1-c1ccccc1	7	-0.1	6	-0.5	-8	4	-7	98	0	0
CC1=CCC2C(=O)N(c3ccc(C)cc3)C(=O)C2C1 (stereo not drawn)	-2	0.2	2	-0.4	7	5	·	98	-2	-1
COc1cc(OC)c(C(=O)O/N=C(\N)c2ccccn2)cc1OC	-2	0.0	8	-2.0	-6	-2	-10	96	11	0
CCOC(=O)N1CCN(C(=O)CCCOc2ccccc2)CC1	·	-0.1	-1	-0.1	-1	5	-11	83	1	-3
COC(=O)Nc1ccc(S(=O)(=O)N2CCN(c3ccc(F)cc3)CC2)cc1	-10	0.1	4	1.3	-7	-2	-4	98	-1	-1
CCOC(=O)c1c(NC(=O)CSc2ncn[nH]2)sc(C(C)=O)c1C	-13	0.0	-2	0.3	-10	5	·	97	2	4
CSc1nc2ccccc2n1Cc1cccc(F)c1	3	0.5	-2	-1.4	-10	-3	-2	106	-2	-1
O=C(NCCCN1CCN(Cc2ccccc2)CC1)C1CCN(S(=O)(=O)N2CCCC2)CC1	-4	0.3	-4	2.9	-5	-11	-9	100	-1	0
O=C1C2C3c4ccccc4C(c4ccccc43)C2C(=O)N1Cc1cccnc1 (stereo not drawn)	·	-0.1	-10	-1.1	1	11	-3	87	-3	1
O=C(NCCCO)c1nc2ccccc2s1	8	-0.1	-1	1.0	6	6	·	96	-1	0
COc1ccc(/C(C)=N/NC(=O)c2cc(-c3cccnc3)nc3ccccc23)cc1	3	-0.3	-11	-3.6	-1	4	2	105	-7	0
COc1ccc(-n2c(COc3ccccc3)nnc2SCC(N)=O)cc1	17	0.0	-2	-1.3	0	-3	-4	97	-7	0
CCOC(=O)CN1C(=O)N[C@@H](c2cccs2)C(C(=O)OC)=C1C	-2	-0.2	1	-0.8	6	7	-6	103	5	0
Cc1nc2[nH]c(=S)[nH]c(=O)c2nc1C	12	0.1	0	-4.3	0	7	-7	102	-1	3
CS(=O)(=O)N1CCC(C(=O)N2CCc3ccccc3C2)CC1	13	-0.2	5	0.0	1	5	·	96	3	1
Cc1ccccc1N1CCN(Cc2cccc(C(=O)O)c2)CC1	1	0.1	-2	0.3	-2	3	-4	99	-2	2
O=C(Cc1ccccc1[N+](=O)[O-])Nc1ccc(S(=O)(=O)N2CCCC2)cc1	-7	-0.1	-13	-0.7	10	6	-3	97	2	-1

The final two entries of the section above are carried over, then new ones follow.
SMILES	Vif inh	aDG glyco up	PDI turbidity	MC4R barr agon	H9c2 protect	MC4R antagonist	CaV13 FRET inh	ABCB6 inh MLPCN	HTR2A ag	N-glyco inh
Cc1ccccc1N1CCN(Cc2cccc(C(=O)O)c2)CC1	1	0.1	-2	0.3	-2	3	-4	99	-2	2
O=C(Cc1ccccc1[N+](=O)[O-])Nc1ccc(S(=O)(=O)N2CCCC2)cc1	-7	-0.1	-13	-0.7	10	6	-3	97	2	-1
CNC(=O)c1ccccc1Nc1ccc(SC(F)F)cc1	-2	-0.1	-4	-0.3	-7	-9	-3	93	-4	-1
Cc1cc(C)c[n+](-c2[nH]c(=O)sc2/C=N/NC([S-])=Nc2ccccc2)c1	-7	-0.2	2	-1.7	-2	-14	-7	101	1	4
COc1ccccc1C(CNC(=O)COc1ccccc1C)N1CCCC1 (stereo not drawn)	-4	0.0	5	0.9	10	5	-6	105	-13	2
Cc1ccc(Oc2nc3ccccn3c(=O)c2/C=C(\C#N)C(=O)Nc2c(C)n(C)n(-c3ccccc3)c2=O)cc1	12	-0.1	-4	-2.5	1	8	-5	101	-1	0
COc1ccc(-c2ccc3c(c2)S(=O)(=O)c2cccc(C(=O)N4CCN(c5c(Cl)cncc5Cl)CC4)c2C3=O)cc1OC	0	-0.9	-4	-1.7	66*	5	-7	92	-2	-6
S=C(NCc1cccs1)Nc1ccc(Br)cc1Cl	-4	-0.2	-1	0.7	-20	10	4	98	0	-1
CCOC(=O)C1(CCOc2ccccc2)CCN(Cc2cccc(F)c2)CC1	5	0.0	0	-0.9	-7	2	-5	93	-6	-6
O=C1C=CC(=C(c2ccc(O)cc2)c2ccc(O)cc2)C=C1	4	-0.6	6	-3.4	16	5	-2	96	-8	3
NS(=O)(=O)c1cccc(NC(=O)CCCNC(=O)c2ccc(Cl)cc2)c1	-5	0.2	9	-0.2	9	-5	-3	103	-2	0
CCOC(=O)N1CCN(S(=O)(=O)CCNC(=O)c2ccccc2)CC1	-2	-0.2	18	-3.2	-1	-7	-15	98	2	5
O=C(c1cc(-c2ccccc2)nc2ccccc12)N1CCOCC1	-2	-0.1	-4	0.4	-2	20	·	103	4	0
Cc1nc([N+](=O)[O-])c(SCC(O)CCl)n1Cc1ccc(Cl)cc1 (stereo not drawn)	2	-0.1	3	-2.8	-10	8	3	92	-4	0
Nc1nccc(NCCSCc2ccccc2)n1	-3	1.7	0	-3.4	-13	13	-5	97	-3	11
CC1(C(=O)NCCCN2CCCC2=O)CCN1CCc1ccccc1 (stereo not drawn)	-8	-0.1	-7	-2.0	12	0	-11	95	2	0
NS(=O)(=O)c1ccc(NC(=O)CCCCCN2C(=O)c3ccccc3C2=O)cc1	5	-0.2	9	-2.0	1	8	·	100	-3	-3
O=C(COc1ccccc1)NCc1ccc(-n2cccc2)cc1	-16	0.2	-7	0.5	-1	-1	-2	108	-1	-13
O=C(NCc1ccccc1Cl)C(=O)c1cn(CC(=O)N2CCOCC2)c2ccccc12	4	0.0	-7	1.5	0	7	-2	99	2	-2
CCc1ccccc1N1CC(C(=O)O)CC1=O (stereo not drawn)	?	-0.3	1	-1.0	0	-1	-5	96	-6	2
COc1ccc(NC(=O)c2ccc(COc3ccccc3Br)o2)c(OC)c1	-6	-0.1	8	6.6	-6	2	-4	101	-7	-1
Cc1nn(C)c2nc(-c3cccs3)cc(C(F)(F)F)c12	3	0.5	8	1.1	-6	1	-5	99	2	1
COc1cccc(C(=O)Nc2cc3c(cc2N2CCOCC2)n(C)c(=O)n3C)c1	-1	0.0	2	0.8	5	17	-7	98	-1	0
CCOC(=O)[C@@H]1[C@H]2COc3cc(OC)ccc3[C@@H]2N2C(=O)N(c3ccc(Br)cc3)C(=O)[C@]12C	-4	0.0	4	-0.9	0	3	-11	97	-2	-1
CCCn1c(N)c(N(CCOC)C(=O)c2ccc(S(=O)(=O)N3CCOCC3)cc2)c(=O)[nH]c1=O	-4	-0.2	8	-1.9	8	12	-2	100	-5	1
O=C(CSc1nnc(CNC(=O)c2ccco2)o1)Nc1cccc(C(F)(F)F)c1	-7	-0.1	-3	-0.1	-3	2	-7	98	1	2
CC(=O)c1c(C)[nH]c(C(=O)COC(=O)c2cccc(S(=O)(=O)N(C)c3ccccc3)c2)c1C	-12	3.1	0	-0.5	-17	27	-20	90	5	0
Next section.
SMILES	Vif inh	aDG glyco up	PDI turbidity	MC4R barr agon	H9c2 protect	MC4R antagonist	CaV13 FRET inh	ABCB6 inh MLPCN	HTR2A ag	N-glyco inh
CCOC(=O)c1oc2c(CN3CCN(C)CC3)c(O)ccc2c(=O)c1-c1ccc(Br)cc1	-7	-0.2	-1	-0.9	13	-6	-5	96	0	1
Cc1cc(Cl)ccc1OCCCC(=O)N1CCCCC1	·	0.3	-14	-0.4	-3	1	-7	98	5	0
CC(OC(=O)c1ncc(Cl)c(Cl)c1Cl)C(=O)NC1CCCCC1C (stereo not drawn)	-2	0.3	12	-4.9	-7	28	-5	100	-4	0
COC(=O)c1ccccc1NC(=O)Cn1cnc2cc(C)c(C)cc21	71*	1.2	-1	-0.1	-14	2	-6	102	2	-2
Cc1ccc2nc(-c3ccccc3)c(CN3CCSCC3)n2c1	1	0.3	2	-1.5	-4	-2	-4	101	2	-1
Cc1ccc(S(=O)(=O)N(CC(=O)Nc2cccnc2)c2cccc(Br)c2)cc1	10	0.1	-3	-5.1	1	8	·	97	-10	8
COc1ccc(Cl)cc1NC(=O)NCC1CCN(Cc2ccccc2F)CC1	-9	1.0	-2	2.1	-14	4	-19	95	-16	-6
CCOCCCn1c(SCC(=O)Nc2ccc(C(N)=O)cc2)nc2ccccc2c1=O	-19	-0.2	-1	-0.9	18	7	·	102	1	4
CCc1ccc(/C=C2/SC(=S)N(CCC(=O)Nc3cccnc3)C2=O)cc1	-9	-0.1	-3	-2.2	-13	4	-6	103	2	-4
COc1cccc(CN2CC(C(=O)N3CCCO3)CCC2=O)c1 (stereo not drawn)	2	0.1	7	2.1	-1	10	-3	103	1	3
COc1ccc(CCn2c(=N)c(S(=O)(=O)c3ccccc3)cc3c(=O)n4ccccc4nc32)cc1	-8	-0.2	0	1.4	10	5	-3	102	6	7
COc1cccc(C(=O)C2CCCN(Cc3cccc(-n4cccn4)c3)C2)c1 (stereo not drawn)	2	0.0	2	-3.1	-3	-3	-5	96	-9	-4
COc1ccc(C2(CCN)CC(C)N(C)CC2C)cc1 (stereo not drawn)	-1	-0.4	-2	-0.6	11	1	·	93	0	-3
CCCCC(=O)N(c1ccc(C(=O)O)cc1)c1nc(-c2ccc(Cl)cc2)c(CC)s1	8	-0.2	-5	0.5	-7	8	-8	96	9	4
COc1ccccc1NC(=O)Cn1c(=O)n2nc(C)nc2c2ccccc21	7	-0.2	·	-1.2	29	5	-2	94	4	3
